Peg3 promoter – inhibitors of Peg3 promoter | HeLa PEG-Prom luciferase reporter, luminescence, overnight | inhibition, % at 20 µM | hit rate 1.7% among 360,000 | AID 588405;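 active = inhibition of at least 50% at 20 µM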
LMP1 NFkB inh – inhibitors of Epstein-Barr LMP1-induced NF-kappaB reporter | LMP1-induced NF-kappaB luciferase reporter cells, luminescence | inhibition, % at 12.5 µM | hit rate 0.69% among 350,000; in the data active = inhibition above about 41%;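 note: 0% = neutral control wells and 100% = reference inhibitor control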
NR2E3 ag-1 – agonists of human nuclear receptor NR2E3; Q9Y5X4; GST-NR2E3/biotin-RetCOR TR-FRET, 1536-well; inhibition of corepressor binding, % at 4.78 µM; hit rate 0.12% among 320,000; AID 2300;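 active = percent inhibition above the cutoff of mean plus 3 SD of all tested compounds, set per screening campaign, cut at about 20% in these data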;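 note: 0% = DMSO wells and 100% = biotin wells as full block of FRET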
Target sequence (Q9Y5X4 whole entry, looked up): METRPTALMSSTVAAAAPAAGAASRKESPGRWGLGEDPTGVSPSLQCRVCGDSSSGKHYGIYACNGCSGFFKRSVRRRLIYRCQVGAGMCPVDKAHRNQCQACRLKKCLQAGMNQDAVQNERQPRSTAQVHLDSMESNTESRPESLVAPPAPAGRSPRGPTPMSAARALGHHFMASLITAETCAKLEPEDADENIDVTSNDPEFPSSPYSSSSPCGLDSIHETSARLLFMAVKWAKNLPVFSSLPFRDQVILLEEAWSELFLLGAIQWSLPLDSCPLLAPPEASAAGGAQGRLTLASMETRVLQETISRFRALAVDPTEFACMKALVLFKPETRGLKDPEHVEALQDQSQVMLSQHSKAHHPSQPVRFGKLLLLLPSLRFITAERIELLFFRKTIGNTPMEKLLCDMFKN
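Assay system: NR2E3–RetCOR corepressor complex. Quantity: 1.35 nM GST-NR2E3. Buffer or medium: pH 7.5 Tris-based buffer. Reagent: biotinylated RetCOR corepressor at 7 nM final. Schedule: 5 h at 4 °C. Detection: TR-FRET, emission read at 617 and 671 nm. Replicates: one well per compound, singlicate testing.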
HIF-2a block – HIF-2a inhibition; hit rate 0.72% among 360,000; 786-0 RCC cells HIF-2a reporter, luciferase luminescence, overnight; inhibition, % at 18.8 µM;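 active = inhibition of the luminescence signal of 40% or more relative to plate controls, in a single-dose primary screen at 18.75 µM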
CF NFkB inh – blocks PAF-induced NF-kB reporter in cystic fibrosis cells. KKLEB NF-kB-GFP reporter, GFP fluorescence overnight. inhibition, % at 5 µM. hit rate 0.86% among 360,000. AID 588850;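 active = at least 50% inhibition at 5 µM, scaled per plate between neutral and stimulator controls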;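 note: PAF is a Pseudomonas aeruginosa culture filtrate used as stimulus; plate controls were PAF-stimulated DMSO wells for no effect and unstimulated DMSO wells for full effect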
iPSC survival up – enhancers of human iPSC single-cell survival; hiPSC single-cell survival, ATPlite luminescence; 100% = ROCK inhibitor wells, 0% = DMSO; hit rate 0.044% among 360,000; survival enhancement, % at 20 µM; in the data active = survival enhancement above about 18%;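 note: cells exposed to compounds for 16 hours before the ATP read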
C8 TRAIL sens – caspase-8 TRAIL sensitization; inhibition (viability loss, TRAIL sensitization), % at 10 µM; hit rate 1% among 360,000; NB7+C8 cells + TRAIL, ATPlite viability luminescence; AID 624354;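 active = compounds causing at least 50% loss of cell viability in the single-dose screen, relative to plate controls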
TRPM1 prom inh – reduces MITF-dependent TRPM1 promoter luciferase signal. hit rate 0.83% among 330,000. inhibition, % at 12.5 µM. AID 488899. SK-MEL-5 TRPM1 promoter luciferase, 24 h;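 active = mean inhibition across replicates of 60% or more, whatever share of single replicates reaches that level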; note: values of inactives mirror those of a sister screen read the other way
NR2E3 ag-2 – agonists of human NR2E3 nuclear receptor; AID 602229; CHO-S Gal4-NCOR/VP16-NR2E3 two-hybrid, luciferase; hit rate 0.35% among 360,000; inhibition of corepressor binding, % at 3.98 µM; Q9Y5X4;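 active = inhibition above the mean of all tested compounds plus 3 SD, cut at about 70% in these data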;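 note: 0% = DMSO with NR2E3 transfected cells and 100% = cells lacking NR2E3 construct; higher means lower luciferase signal from less NR2E3 corepressor binding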
Shn3 inh set2 – Schnurri-3 reporter inhibition in Clone20 osteoblasts | Clone20 osteoblast Shn3 3'UTR firefly luciferase, 24 h | inhibition, % at 12.5 µM | hit rate 0.52% among 360,000 | AID 588674;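 active = mean inhibition of at least 75% with every replicate also reaching 75%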;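 note: 0% = median of neutral control wells and 100% = pilot-screen positive control compound; some compounds past the cut are filed as inactive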
KKLEB cytotox – counter-screen for CF NF-kB inhibitors: cytotoxicity; AID 602141; KKLEB CF airway cells viability, ATPlite luminescence, overnight; hits give low values; cells stimulated with P. aeruginosa culture filtrate; activity change (cytotoxicity), % at 5 µM; hit rate 0.36% among 360,000;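 active = corrected activity change at or below -50% at 5 µM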
* = called active by the depositor; · = no result given.

SMILES,CF NFkB inh,Peg3 promoter,KKLEB cytotox,NR2E3 ag-2,Shn3 inh set2,C8 TRAIL sens,TRPM1 prom inh,NR2E3 ag-1,iPSC survival up,HIF-2a block,LMP1 NFkB inh
O=C(OCc1ccc(Cl)cc1)c1ccccc1C(=O)c1ccccc1,-7.8,-47.2,-4.2,-32.2,-6.8,1.5,-33.3,-2.9,0.3,-55.0,-11.6
COc1ccccc1-c1ccc(=O)n(CC(=O)Nc2ccc(C(=O)N3CCCC3)cc2)n1,41.9,11.9,-20.3,20.3,-12.1,-6.7,9.4,3.5,-1.2,-3.5,0.4
CCCCNC(=O)C1(C)CCN1C(=O)c1ccc2c(c1)CCO2 (centres undefined),-7.9,5.2,-2.5,11.5,-1.2,-6.5,·,·,-2.9,9.2,·
CCOC(=O)c1c(C)[nH]c(C)c1C(=O)COC(=O)Cc1n[nH]c(=O)c2ccccc12,-2.8,5.8,-36.0,-4.5,-10.5,0.2,-3.8,·,-0.1,-0.3,-2.6
O=C(O)c1cccc(CSc2nnc(COc3ccccc3)o2)c1,5.7,-5.4,-0.2,19.4,-29.3,2.4,3.1,-1.0,-1.4,72.8*,-4.8
O=C1NC(=S)NC1=Cc1ccco1,11.4,-2.4,15.2,-9.2,1.1,5.3,-8.7,·,-2.0,6.9,-1.8
CSc1ccc(-c2cccc([N+](=O)[O-])c2)nn1,-40.6,-207.9,5.3,-28.3,-14.7,-18.8,-22.3,1.9,-0.4,-155.3,-14.5
COc1ccc(-c2noc(CN(C)S(=O)(=O)c3ccccc3)n2)cc1OC,11.7,-22.6,-4.8,-0.9,18.9,21.9,7.3,1.2,-0.8,-54.5,3.9
O=C(COc1ccc(F)cc1Br)Nc1ccccc1N1CCCC1,-5.8,-12.9,3.4,2.7,-23.2,12.5,·,·,0.6,-24.8,9.8
O=C(CSc1nc2[nH]ncc2c(=O)[nH]1)Nc1cccc(Cl)c1,14.3,-6.2,-6.1,-16.0,1.2,-3.0,0.4,-1.4,-0.5,4.6,-10.1
COc1ccccc1NCN1C(=O)CCC1=O,12.5,12.1,-2.6,-14.8,-6.9,-22.8,·,2.1,-1.7,-2.3,-1.8
Cc1cc(=O)[nH]c(SCC(=O)Nc2cc(S(=O)(=O)N(C)C)ccc2Cl)n1,-12.8,13.5,-5.9,12.4,-6.7,-7.7,2.0,0.1,-0.6,18.6,-9.4
COc1ccc(C(C(=O)NC2CCCC2)N(Cc2ccco2)C(=O)c2snc(C(N)=O)c2N)cc1OC (centres undefined),-5.2,-9.8,-5.7,1.9,-4.6,4.2,-11.0,0.9,0.4,6.7,2.2
N#Cc1cccc(C(=O)Nc2cccc(S(=O)(=O)N3CCCC3)c2)c1,15.2,9.6,-8.0,-8.5,20.9,2.0,-3.1,0.8,-0.2,22.9,3.0
COc1cccc(CNS(=O)(=O)c2cccc(S(=O)(=O)N3CCOCC3)c2)c1,-10.3,12.2,-3.1,-8.5,-20.8,0.7,-13.4,-0.9,0.1,18.6,-3.4
CC1(c2ccc(OC(F)F)cc2)NC(=O)N(CC(=O)NC2CCCC2)C1=O (centres undefined),-10.4,10.4,8.8,-19.9,-22.9,-15.3,-5.6,1.3,-0.5,0.8,4.4
COc1ccc(S(=O)(=O)N(C)C)cc1NC(=O)CCCSc1ccccc1,-8.9,20.3,-3.2,-8.4,13.0,-13.0,-1.6,-2.1,0.1,-2.3,-5.2
O=C(c1ccc2c3n(nc2c1)-c1ccc(Cl)cc1CO3)N1CCOCC1,-28.0,-306.2,4.0,-112.8,-106.1,26.3,-128.1,3.0,-1.6,-287.1,-28.7
O=C(NC(=S)Nc1ccccc1)c1csnn1,-1.6,-8.7,-8.6,-18.7,-12.2,10.2,-6.6,4.2,-0.1,-37.6,-6.0
OC1COCOC1C(O)C1OCOCC1O (centres undefined),-3.0,11.2,2.4,-17.1,17.7,-5.1,4.3,·,-0.3,-0.6,6.3
COc1cccc(/C=N/NC(=O)c2ccccc2NC(=O)c2ccco2)c1OC,14.0,-10.5,-10.6,-28.4,-0.9,3.9,4.9,0.8,-0.5,-1.1,0.1
CCCCN(C(=O)c1ccc(-n2nc(C)cc2C)cc1)c1c(N)n(CCC)c(=O)[nH]c1=O,10.4,-6.4,11.7,-7.5,-1.3,0.0,-5.5,·,-0.1,6.1,-5.1
CC1(C)CC(=O)C(C=NCCN2CCN(C3CC(=O)N(c4ccc(Br)cc4)C3=O)CC2)=C(O)C1 (centres undefined),-15.9,0.9,1.6,0.8,-8.0,-6.7,4.0,0.0,-1.0,8.2,-9.9
CCN(CCc1ccccc1)c1ccc2c(c1)C1CC2CCN1C(=O)OCc1ccccc1 (centres undefined),29.8,-8.1,-11.4,-15.2,-1.3,3.3,3.1,·,-1.6,1.5,-9.8
N=C1/C(=C\c2ccc(OC(=O)c3ccc(F)cc3)cc2)C(=O)N=C2SC(N3CCOCC3)=NN12,-10.3,-28.4,-2.7,1.3,-5.5,15.4,-5.4,-0.4,-0.5,-30.4,-10.0
O=C(Nc1ccccc1)/C(=C\c1ccccc1)NC(=O)c1ccco1,-18.8,-4.0,13.2,11.2,-0.5,-9.7,·,-2.7,-0.4,10.1,·
O=C(COC(=O)CNS(=O)(=O)c1cc(C(F)(F)F)ccc1Cl)NC1CC1,2.8,19.6,-42.2,15.4,-8.3,-2.7,4.2,·,-0.5,14.8,-2.1
CCN(CC)CCNC(=O)C1c2cc(OC)c(OC)cc2C(=O)N(C)C1c1cccs1 (centres undefined),-8.1,11.2,-8.8,-10.3,-7.5,0.8,-4.0,1.6,0.6,7.1,2.9
CC1=CCn2c(=O)c3ccccc3c(=O)n2C1,12.7,-5.6,-5.1,-2.5,-4.9,6.7,2.6,-0.1,0.0,17.6,1.8
O=C(O)CC1(CC(=O)Nc2ccc3ccccc3c2)CCCCC1,5.7,13.4,-10.3,10.1,-11.1,39.5,2.9,2.7,-2.5,-1.1,-4.7
CS(=O)(=O)N(Cc1ccc(F)cc1)Cc1nc2ccccc2c(=O)[nH]1,-1.0,-2.6,6.1,-1.6,-3.5,-6.6,-3.3,-0.3,-0.5,-13.0,3.8
Cc1noc(C(=O)Nc2ccc(C#N)cc2)c1Cl,-7.9,-1.7,12.4,-10.9,-1.7,-8.1,1.6,·,-0.4,-57.5,-5.4
NS(=O)(=O)c1ccc(CCNc2ccnc3cc(Cl)ccc23)cc1,-9.8,-0.6,-0.4,-12.4,21.2,11.9,·,-1.5,-0.5,3.8,0.0
Cc1cccnc1NC(=S)Nc1ccc(Cl)c(Cl)c1,-3.1,-168.3,3.2,-80.4,-116.1,4.4,-4.8,-3.2,0.1,-312.0,-30.6
COCCn1c(SC2CCCCC2=O)nnc1-c1ccncc1 (centres undefined),-30.2,-10.0,-3.4,-8.7,13.3,-10.9,4.6,-5.0,-0.5,11.2,5.2
O=C(CNC(=O)c1ccccc1F)OCn1nnc2ccccc2c1=O,-1.4,4.9,14.6,5.6,-16.8,-10.0,-10.2,-1.1,-0.2,-1.0,4.0
O=C(NNC(=O)c1ccc(Br)o1)c1ccc(NC(=O)c2ccccc2)cc1,-27.8,3.2,-7.7,-10.8,11.1,0.3,2.5,-1.2,3.3,10.1,-1.2
Cc1cc(NC(=O)CSc2nnc(CNC(=O)c3ccccc3)o2)no1,1.3,3.5,-6.3,-6.3,-0.3,-7.7,-10.1,1.4,0.0,6.4,-3.7
CC(C)(C)NCC(O)COc1ccccc1C(=O)CCc1ccccc1 (centres undefined),22.0,11.8,-21.7,14.6,45.4,4.0,-7.3,-2.4,-2.3,-37.3,-1.4
Cc1ccc(/C=C(\C#N)c2nc3ccccc3[nH]2)s1,-56.1,-285.6,-4.6,-101.1,-39.5,61.0*,-44.6,-3.3,-1.9,-283.8,-59.7
Cc1cc(OCC(=O)NCC(c2cccs2)N2CCOCC2)ccc1C(C)C (centres undefined),7.8,-1.4,-11.6,20.9,23.1,6.2,6.1,1.7,-0.3,13.8,2.7
O=C(COC(=O)c1ccc(Br)o1)Nc1cccc(S(=O)(=O)N2CCOCC2)c1,-6.9,6.3,17.3,-38.9,6.1,0.9,-6.4,·,-3.0,10.2,0.3
CC1(C)Cc2ccccc2C(Nn2cnnc2)=N1,-1.9,-11.9,5.1,-5.4,0.0,-28.1,0.9,-2.4,-0.5,6.2,-4.8
CC(=O)c1sc(NC(=O)c2ccc(C(C)(C)C)cc2)nc1C,-9.8,-139.4,0.4,-84.5,-19.5,54.8*,-54.2,-7.1,-0.6,-174.1,-34.3
Cc1cc(C(=O)N2CCC(Cc3ccccc3)CC2)no1,7.0,-5.0,-3.8,-16.4,12.2,12.7,8.9,-2.2,0.7,-16.0,5.7
COc1ccc(NC(=O)Cc2c(F)cccc2Cl)cc1,7.7,-84.6,-12.8,-15.1,-28.4,5.7,-12.9,3.0,-1.4,-144.8,-7.2
N#C/C(C(N)=O)=C1/CCc2ccccc2N1,2.2,-15.2,-1.8,31.1,10.0,-5.0,-9.3,-2.3,0.0,-60.4,-13.0
Cc1ccc(-c2oc3ccccc3c(=O)c2OCC(=O)O)cc1,-16.1,-4.2,3.3,-20.0,7.7,5.9,-1.4,-0.6,-1.6,4.9,24.7
CCN(CC)C(=O)/C(NC(=O)c1ccccc1)=C(/Sc1ncccn1)c1ccccc1,-2.1,5.0,1.3,-0.9,-11.3,-8.7,-6.1,0.7,-0.4,24.8,-4.5
CCCCCNC(=O)C(C)Sc1ccc(Cl)cc1 (centres undefined),11.2,6.9,-11.0,7.0,-3.7,8.4,-8.8,3.8,2.6,-0.9,0.7
Cc1ccc(-c2cccc(NC(=O)C3C(C(=O)O)[C@@H]4C=C[C@H]3C4)c2)o1 (some centres undefined),6.3,-9.3,-1.9,-25.1,-7.1,-2.9,-1.0,0.8,-0.4,-5.2,-7.6
COc1cc(C(=S)N2CCOCC2)ccc1OC(=O)Cc1ccc(F)cc1,-4.1,4.0,11.7,-6.5,-9.2,-7.5,22.7,-5.1,-0.5,14.6,1.0
Cc1ccc(CC(=O)NCC(O)c2ccccc2)cc1 (centres undefined),15.6,-90.5,1.2,-16.2,-11.0,-2.6,-4.7,-0.3,-0.7,-32.8,-19.0
CCN(C(=S)Nc1cc(S(=O)(=O)N2CCOCC2)ccc1Cl)c1cccc2ccccc12,-8.3,11.8,19.3,-16.1,-33.9,-8.1,18.0,-1.1,-0.3,17.8,2.9

Assay outcomes (PubChem)

Not all compounds are listed, so the mix of outcomes need not match the whole.
